Screening results: PubChem, several laboratories
VHR inh abs = inhibitors of human VHR1 phosphatase (DUSP3); inhibition, % at 13.3 µM; AID 1654; recombinant VHR phosphatase, pNPP absorbance; hit rate 0.52% among 290,000; P51452; in the data active means inhibition above about 50%; further: some compounds called inactive have numbers as strong as hits
Target sequence (P51452 whole entry, looked up): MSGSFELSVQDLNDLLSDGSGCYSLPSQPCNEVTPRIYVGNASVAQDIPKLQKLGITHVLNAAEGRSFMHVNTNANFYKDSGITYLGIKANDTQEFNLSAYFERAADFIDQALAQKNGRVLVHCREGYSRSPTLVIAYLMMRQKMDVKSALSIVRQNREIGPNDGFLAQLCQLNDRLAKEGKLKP
Anthrax LF prot = inhibitors of Bacillus anthracis lethal factor protease | P15917 | multiplex microsphere protease cleavage assay, LF | inhibition, % at 10 µM | hit rate 0.12% among 360,000 | AID 588501; further: plate controls were buffer without enzyme for full effect and enzyme alone for no effect
Target sequence (P15917 whole entry, looked up): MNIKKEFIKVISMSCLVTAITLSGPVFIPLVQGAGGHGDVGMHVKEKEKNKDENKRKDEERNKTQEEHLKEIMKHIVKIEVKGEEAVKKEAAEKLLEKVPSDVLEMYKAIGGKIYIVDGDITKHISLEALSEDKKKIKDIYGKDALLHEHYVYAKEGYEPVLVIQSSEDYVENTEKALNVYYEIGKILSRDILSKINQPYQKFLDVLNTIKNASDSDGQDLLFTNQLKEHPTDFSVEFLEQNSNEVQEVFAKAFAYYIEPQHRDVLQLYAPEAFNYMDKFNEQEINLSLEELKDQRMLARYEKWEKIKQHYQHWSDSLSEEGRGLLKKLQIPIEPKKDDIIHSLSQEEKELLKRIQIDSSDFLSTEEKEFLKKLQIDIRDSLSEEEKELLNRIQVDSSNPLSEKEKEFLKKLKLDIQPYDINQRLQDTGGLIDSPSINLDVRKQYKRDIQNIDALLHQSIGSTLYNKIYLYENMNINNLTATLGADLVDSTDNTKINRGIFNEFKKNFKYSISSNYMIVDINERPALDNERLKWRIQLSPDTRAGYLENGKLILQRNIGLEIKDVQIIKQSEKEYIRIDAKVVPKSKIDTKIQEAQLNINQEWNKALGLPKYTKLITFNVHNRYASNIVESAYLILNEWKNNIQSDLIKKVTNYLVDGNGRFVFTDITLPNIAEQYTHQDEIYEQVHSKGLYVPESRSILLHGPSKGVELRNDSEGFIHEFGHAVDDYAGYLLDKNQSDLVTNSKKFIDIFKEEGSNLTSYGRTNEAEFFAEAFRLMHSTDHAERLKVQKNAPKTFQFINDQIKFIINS
BoNT A protease = blocks Botulinum neurotoxin A light chain protease. AID 588499. hit rate 0.17% among 360,000. inhibition, % at 10 µM. multiplex microsphere protease substrate cleavage, flow cytometry; further: plate controls were buffer without enzyme for full effect and enzyme alone for no effect
CCHFV vOTU inh = CCHFV vOTU protease inhibition. hit rate 0.55% among 370,000. AID 651958. Pep-AMC fluorescence. inhibition, % at 11.5 µM; in the data active means inhibition above about 30%; further: 0% = vehicle wells with enzyme and 100% = no enzyme wells
SARS 3CLpro inh = SARS-CoV 3CLpro protease inhibition; P0C6X7; recombinant SARS-CoV 3CLpro, quenched FRET peptide cleavage; inhibition, % at 6 µM; hit rate 0.14% among 290,000; in the data active means inhibition above about 12%
BoNT F protease = inhibitors of Botulinum neurotoxin F light chain protease; Multiplex microsphere protease cleavage assay, flow cytometry; inhibition, % at 10 µM; hit rate 0.22% among 360,000; AID 588497; in the data active means inhibition above about 35%, passing the limit was not always enough; inconclusive means no clear call, values can overlap the other calls; further: plate controls were buffer without enzyme for full effect and enzyme alone for no effect
PrPC TRFRET = reduces human prion protein on the cell surface | P04156 | cell surface PrPC, TR-FRET read-out | inhibition, % at 13.8 µM | hit rate 0.43% among 370,000 | AID 720596; in the data active means inhibition above about 24%; further: 0% = median of the test wells and 100% = reference compound wells
MazF activator = activators of E. coli MazEF toxin-antitoxin RNase; FAM/BHQ RNA-DNA oligo cleavage fluorescence, 5 h; activation, % at 20 µM; hit rate 0.32% among 350,000; AID 504720; in the data active means activation above about 50%
Target sequence (P0AE70 whole entry, looked up): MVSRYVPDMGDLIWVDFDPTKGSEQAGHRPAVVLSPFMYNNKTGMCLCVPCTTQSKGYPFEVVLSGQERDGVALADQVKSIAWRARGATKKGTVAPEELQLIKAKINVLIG
Rv3671c protease = Rv3671c (M. tuberculosis) protease inhibition. P9WHR9. inhibition, % at 5.96 µM. hit rate 0.048% among 320,000. AID 2606; in the data active means inhibition above about 38%;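 further: extracellular domain of Rv3671c used as enzyme; 0% = enzyme with DMSO and 100% = no enzyme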
SSB-PriA inh = inhibitors of Klebsiella pneumoniae PriA binding to SSB C-terminal tail | inhibition, % at 33 µM | hit rate 0.6% among 430,000 | AlphaScreen SSBct-PriA binding, biotinylated peptide | AID 1272365; in the data active means inhibition mostly above about 37%, no sharp cut-off; inactive means mostly below about 20%;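 further: plate controls were negative control peptide for no effect and reference peptide for full effect; strong numbers were not always called active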
Numbers without * were called inactive; ? = inconclusive; nt = not tested or not shown. Unless noted, no stated cut-off is given here; in the data, active means inhibition above about 30%; inconclusive means no clear call, values can overlap the other calls; inactive means below that. A portion of the library; the hit share may differ from the screen's.

SMILES	VHR inh abs	Anthrax LF prot	BoNT A protease	CCHFV vOTU inh	SARS 3CLpro inh	BoNT F protease	PrPC TRFRET	MazF activator	Rv3671c protease	SSB-PriA inh
Cc1ccc(OCC(=O)Nc2ccc(CN3CCOCC3)cc2)cc1	26.4	0.6	-0.7	-1.0	-4.1	0.1	-2.6	-8.4	1.1	-22.9
COc1ccccc1CNC(=O)CCc1cn(C)c2ccccc12	-20.5	1.9	-1.1	-4.4	-3.8	-3.2	7.0	6.7	5.0	11.0
COc1ccc(NC(=O)CN2CCN(CC(=O)Nc3ccc(OC)c(OC)c3)CC2)cc1	21.9	-0.3	0.3	18.2	0.1	6.4	-1.2	2.1	-0.6	3.7
COCCCNC(=O)C[C@H]1C[C@H](C(=O)N(C(C)C)C(C)C)[C@@]2(C)c3[nH]c4cc(-c5ccco5)ccc4c3CCN2C1=O	nt	1.3	-0.5	-23.9	nt	-8.4	0.6	-3.6	nt	0.3
Cc1cccc(C(=O)NCC(=O)OCC(=O)N2CCc3ccccc32)c1	26.2	0.4	-0.3	7.7	0.4	1.6	0.4	-35.1	-2.8	-9.9
CCOc1ccc(CN(C)CC(=O)NNC(=O)c2ccc(Cl)cc2)cc1OC	10.2	0.5	-0.2	-12.1	1.4	-4.9	-4.5	3.2	2.0	-2.8
C=C(C)c1cccc(C(C)(C)NC(=O)N2CCN(CC)CC2)c1	30.8	-3.1	0.5	0.0	2.3	2.6	3.5	-8.4	-5.8	-2.6
CCOc1ccc(C(=O)NC(=S)Nc2ccc(N3CCOCC3)c(Cl)c2)cc1[N+](=O)[O-]	4.7	-1.4	-1.1	-1.8	-2.2	-6.1	2.2	-0.1	-25.3	11.1
CC[n+]1c(/C=C(\C)Nc2ccccc2)sc2ccccc21	-1.0	1.3	3.2	-3.5	4.7	15.4	-6.7	5.7	-7.8	24.2
COc1cc(-c2noc(C)c2C(=O)NCCc2cccs2)cc(OC)c1OC	nt	-1.1	0.0	-5.3	nt	-7.2	-5.5	4.7	8.7	-8.3
COc1ccccc1/C=C(\NC(=O)c1ccccc1)C(=O)NCc1ccco1	8.0	-3.7	-0.1	3.0	-2.8	-1.7	-9.2	2.0	4.1	-12.7
Cn1cc([N+](=O)[O-])c(C(=O)NC2CCCCCC2)n1	20.2	2.5	0.0	-3.6	-4.2	-1.2	-2.5	0.7	nt	-32.8
CSc1ncnc2c1ncn2CCCNCc1ccccc1	nt	-9.0	-0.3	-4.2	nt	6.9	-3.0	2.5	nt	nt
O=S(=O)(c1ccc(Br)cc1)N1CCN(c2ccc3nnc(-c4ccccc4)n3n2)CC1	16.6	-3.9	-1.8	-4.8	-2.6	-1.5	-7.8	-34.5	-8.6	-12.3
CCC(=O)N1CCc2cc(S(=O)(=O)CCC(=O)NCc3ccccc3OC)ccc21	-5.0	-2.0	0.2	1.8	1.5	2.0	-1.1	-32.1	4.8	-9.1
O=C(c1cc(C2CC2)nc2ccccc12)N1N=C(C(F)F)CC1(O)C(F)F (configuration not stated)	4.2	-9.8	3.2	3.9	3.5	2.3	-4.0	-5.8	1.5	-5.2
Cc1ccc2nc(-c3ccc(F)cc3)c(CC3CCCCC3)n2c1	nt	6.3	0.6	19.2	nt	10.7	0.0	nt	nt	nt
COc1ccc(C(=O)C2CCCN(S(=O)(=O)N(C)C)C2)c(C)c1 (configuration not stated)	39.6	8.1	-0.6	-7.7	-0.9	-6.5	-0.5	6.5	-7.6	4.2
Cc1ccc(C(=O)N2CCCN(c3nc4cc5c(cc4cc3C#N)OCO5)CC2)cc1	15.8	-3.1	5.1	-28.9	-3.5	-12.1	-9.9	3.1	-3.6	-12.6
CC(C1CC1)N(Cc1ccccc1)C(=S)Nc1ccccc1Cl (configuration not stated)	4.2	-4.4	-0.4	17.2	-0.3	-2.0	2.5	-4.1	8.1	-6.8
COc1ccccc1C(=O)NCC(=O)N/N=C/c1cn[nH]c1-c1ccccc1	16.7	-2.0	0.3	17.1	2.2	0.9	0.6	7.1	-0.6	nt
Cc1c(C(=O)O)cc(-c2ccccc2)n1Cc1ccccc1	1.0	-0.5	-2.1	27.5	6.9	-18.8	1.2	0.1	-5.5	3.5
CCc1ccccc1NS(=O)(=O)c1c(C(=O)N2CCCCCC2)c(C)n(C)c1C	-9.7	-0.7	0.3	-9.9	-0.8	2.2	0.4	4.3	-5.0	0.1
CNc1cncc(-c2ccc(F)c(F)c2)n1	nt	-3.4	0.2	-183.6	nt	-2.7	-1.2	nt	nt	nt
COc1ccc(N=N/C(=C\O)C(=O)c2cccs2)cc1	20.6	-5.4	-0.8	5.2	6.2	-6.5	5.0	-18.4	1.7	nt
CCOC(=O)c1cc2cc3ccccc3cc2[nH]1	13.3	2.3	4.2	-8.3	5.9	3.4	-0.7	3.4	-13.6	-35.4
Cc1ccc(NC(=O)CSc2nnc(NC(=O)CN3CCOCC3)s2)cc1	-24.6	-2.5	0.5	2.9	-5.0	4.8	8.1	-2.6	-15.0	-9.8
O=C(CCC1CCCCC1)NCCN1CCOCC1	-16.3	nt	nt	-8.0	-5.5	nt	4.7	-6.9	-2.6	-9.6
CCOc1ccc(C(=O)NNC(=O)CCNC(=O)c2ccc(Br)cc2)cc1OC	nt	-6.1	-0.5	5.4	nt	-9.9	-1.0	-0.5	4.5	-6.8
Cc1ccc(O)c(CN2CCC3CCC(C3)C2)c1 (configuration not stated)	nt	-10.2	-0.7	0.1	nt	-5.4	-3.7	16.2	nt	-5.2

Three structures out of the list, ordered by molecular weight, smallest number first.
SMILES	VHR inh abs	Anthrax LF prot	BoNT A protease	CCHFV vOTU inh	SARS 3CLpro inh	BoNT F protease	PrPC TRFRET	MazF activator	Rv3671c protease	SSB-PriA inh
CC(C1CC1)N(Cc1ccccc1)C(=S)Nc1ccccc1Cl (configuration not stated)	4.2	-4.4	-0.4	17.2	-0.3	-2.0	2.5	-4.1	8.1	-6.8
O=C(c1cc(C2CC2)nc2ccccc12)N1N=C(C(F)F)CC1(O)C(F)F (configuration not stated)	4.2	-9.8	3.2	3.9	3.5	2.3	-4.0	-5.8	1.5	-5.2
CCc1ccccc1NS(=O)(=O)c1c(C(=O)N2CCCCCC2)c(C)n(C)c1C	-9.7	-0.7	0.3	-9.9	-0.8	2.2	0.4	4.3	-5.0	0.1

Next part
SMILES	VHR inh abs	Anthrax LF prot	BoNT A protease	CCHFV vOTU inh	SARS 3CLpro inh	BoNT F protease	PrPC TRFRET	MazF activator	Rv3671c protease	SSB-PriA inh
COc1ccc(C(=O)N2CC3(C)CC2CC(C)(C)C3)cc1 (configuration not stated)	0.1	3.7	-0.5	-7.0	0.5	-1.3	3.7	3.4	-15.1	-2.3
Nc1cc(=O)[nH]n1C1CCCCC1	20.4	0.0	-1.4	6.8	0.4	-4.8	10.8	-4.9	1.4	-5.3
CCOC(=O)CN1C(=O)Nc2ccc(Br)cc2C1c1ccccc1 (configuration not stated)	18.9	0.1	0.1	4.2	-0.3	-8.8	0.9	2.4	1.3	-11.3
CCN(CC)S(=O)(=O)c1cc(OC)c(Cl)cc1Cl	5.7	-2.3	0.2	-7.3	1.0	2.2	5.6	-4.8	-4.8	-36.9
CCCCOC(=O)Nc1ccc(C(=O)OCCC)cc1	-2.3	-5.5	1.7	5.9	7.7	2.2	6.4	-13.1	-11.4	-46.2
Cc1ccnc(NC(c2ccncc2)c2c(C)[nH]c3ccccc23)c1 (configuration not stated)	27.7	2.6	0.1	-17.1	-0.7	-2.4	3.0	3.3	5.2	1.0
O=C(CCC1CCCC1)N=C1SC2CS(=O)(=O)CC2N1Cc1ccccc1 (configuration not stated)	12.8	-2.8	0.0	28.8	-10.3	2.4	-5.0	-1.6	-4.7	-12.5
CCOC(=O)/C(C#N)=C\c1ccc(CC)s1	4.8	-3.1	-0.5	1.9	-4.5	-20.2	5.6	3.1	2.9	-12.9
COc1ccc(N2C(=O)C(CC(=O)Nc3ccccc3)N(Cc3ccc4c(c3)OCO4)C2=O)cc1 (configuration not stated)	-3.2	15.0	17.5	nt	-0.9	-7.5	nt	-4.6	-5.8	-27.0
O=C1CC(O)(C(F)(F)F)Oc2c1ccc1ccccc21 (configuration not stated)	-5.7	-2.7	-0.4	-26.2	2.8	-7.5	-2.3	-3.1	3.9	-3.9
CCOc1ccc(Br)cc1S(=O)(=O)Nc1cccc(S(=O)(=O)NC2=NCCC2)c1	19.7	-2.2	0.0	9.6	3.8	-2.6	-5.0	-3.1	16.1	-1.9
Cn1c(NCc2ccccc2O)nc2ccccc21	13.4	-0.8	0.6	-0.7	-0.3	-2.1	-7.5	2.6	-0.3	-21.2
COC(=O)c1sc(NC(=O)COC(=O)C2CCC2)c(C(=O)OC)c1C	nt	-3.4	1.9	-1.2	nt	0.1	-3.6	-3.9	nt	-10.5
O=C(CCCOc1ccccc1)n1nnc2ccccc21	11.3	-4.2	-0.7	1.1	-2.4	-10.8	-1.0	9.8	5.0	-10.4
C#CC(CC)(CC)NC(=O)c1c(C)noc1C	3.5	-2.3	-0.1	-6.0	-4.1	-5.7	-4.7	-3.8	-2.6	0.4
CCOc1ncccc1C(=O)Nc1ccc(-c2cn3ccsc3n2)cc1	-15.0	-4.9	-0.3	-7.9	0.1	-7.1	5.9	5.7	-5.7	-2.2
CC(=O)N1CCN(C(=O)OC2CC3CC2[C@H]2CCCCN2C3=O)CC1 (some centres not stated)	nt	-5.2	0.2	5.7	nt	11.4	5.5	nt	nt	nt
COC(=O)c1c(NC(=O)c2ccoc2C)sc(C)c1C	9.7	-0.5	-1.2	8.1	-3.8	-2.6	-5.5	-7.3	7.9	-10.9
CCCCn1nnnc1SCC(=O)Nc1ccc(N(C)C)cc1	15.9	-8.9	-0.1	-4.6	3.3	-2.4	-1.5	-9.8	-9.6	-9.2
CCN1CCN(C(=O)CS(=O)(=O)Cc2nc(-c3ccc(C)cc3)oc2C)CC1	19.3	-9.0	-0.7	3.7	0.0	0.9	-3.7	3.1	-2.5	-5.9
Cc1cc(C)nc(N2CCC(C(=O)NC3CC3)CC2)n1	6.9	-2.4	-0.3	-1.9	0.8	-0.7	-5.7	4.0	0.6	-3.3
Oc1c(Cl)cc(Cl)cc1CNc1ccccn1	12.7	6.0	3.3	-0.3	-3.2	?	2.1	4.2	nt	-20.2
CSCCC(NC(=O)c1ccccc1)C(=O)N(C)CC(=O)Nc1ccc(N2CCOCC2)cc1 (configuration not stated)	17.9	0.0	2.9	-4.3	-0.5	6.8	-6.4	-4.6	-8.7	7.3
CCOc1nc(-c2ccccc2)ccc1-c1noc(-c2ccco2)n1	35.2	-1.9	-0.3	5.8	0.1	8.7	4.9	-16.6	0.8	-6.3
COc1cc(C2C(Oc3ccccc3C)C(=O)N2Cc2ccc(F)cc2)cc(OC)c1OC (configuration not stated)	12.7	-5.3	-1.9	9.0	5.7	-4.6	2.3	-4.0	-2.9	-1.9
C=CCSc1n[nH]c(-c2ccc(OCCC)cc2)n1	-14.5	-3.5	0.2	nt	0.5	0.7	nt	-1.9	0.9	-12.3

Complete entries, quoted from the list:
`CCC(=O)N1CCc2cc(S(=O)(=O)CCC(=O)NCc3ccccc3OC)ccc21` reads VHR inh abs = -5.0; Anthrax LF prot = -2.0; BoNT A protease = 0.2; CCHFV vOTU inh = 1.8; SARS 3CLpro inh = 1.5; BoNT F protease = 2.0; PrPC TRFRET = -1.1; MazF activator = -32.1; Rv3671c protease = 4.8; SSB-PriA inh = -9.1
`O=C1CC(O)(C(F)(F)F)Oc2c1ccc1ccccc21` (configuration not stated) reads VHR inh abs = -5.7; Anthrax LF prot = -2.7; BoNT A protease = -0.4; CCHFV vOTU inh = -26.2; SARS 3CLpro inh = 2.8; BoNT F protease = -7.5; PrPC TRFRET = -2.3; MazF activator = -3.1; Rv3671c protease = 3.9; SSB-PriA inh = -3.9
`COc1ccc(C(=O)C2CCCN(S(=O)(=O)N(C)C)C2)c(C)c1` (configuration not stated) reads VHR inh abs = 39.6; Anthrax LF prot = 8.1; BoNT A protease = -0.6; CCHFV vOTU inh = -7.7; SARS 3CLpro inh = -0.9; BoNT F protease = -6.5; PrPC TRFRET = -0.5; MazF activator = 6.5; Rv3671c protease = -7.6; SSB-PriA inh = 4.2
